TLR9-MyD88 inh – TLR9-MyD88 interaction inhibition | Q9NR96+Q99836 | CHO BLA complementation TLR9-MyD88, CCF4 FRET ratio | inhibition, % at 4.98 µM | 340,000 compounds, 0.21% hits | AID 504734;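 active means inhibition above the mean over all tested compounds plus 3 SD, cut at about 21% in these data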;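 further: 0% = DMSO only wells and 100% = clavulanate BLA inhibitor control wells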
Vif inh – HIV Vif inhibition; HEK293T cells, Vif self-association by quenched fluorescence, imaging, 24 h; inhibition, % at 7.49 µM; 340,000 compounds, 0.35% hits; AID 602346; in the data active means inhibition above about 50%, passing the limit was not always enough; inconclusive means no clear call, values can overlap the other calls; inactive means below about 31%; further: some results filed as inactive read as strong as hits
SRC3 inh – human NCOA3 inhibition. inhibition, % at 3.6 µM. Q9Y6Q9. 360,000 compounds, 0.17% hits. HEK293 GAL4-SRC3 luciferase reporter, luminescence;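 active means inhibition above a per-campaign cutoff, the mean of all compounds plus 3 SD, cut at about 60% in these data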;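 further: 0% = DMSO-treated cells and 100% = gossypol-treated cells at 36 µM; higher means less SRC3-driven luciferase light from the GAL4 reporter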
TRAIL sens C8 – sensitizes caspase-8 expressing cells to TRAIL. AID 624354. NB7+C8 cells + TRAIL, ATPlite viability luminescence. 360,000 compounds, 1% hits. inhibition (viability loss, TRAIL sensitization), % at 10 µM;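 active means compounds causing at least 50% loss of cell viability in the single-dose screen, relative to plate controls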
SRC2 inh – inhibits human steroid receptor coactivator 2. inhibition, % at 9 µM. Q15596. AID 651957. HEK293 GAL4-SRC2 luciferase reporter, luminescence. 370,000 compounds, 0.17% hits;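 active means inhibition above the mean inhibition of all tested compounds plus 3 SD, set per campaign, cut at about 52% in these data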;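 further: 0% = DMSO treated cells and 100% = cells given Gossypol at 36 µM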
EBV LMP1 NFkB – inhibitors of Epstein-Barr LMP1-induced NF-kappaB reporter | 350,000 compounds, 0.69% hits | inhibition, % at 12.5 µM | LMP1-induced NF-kappaB luciferase reporter cells, luminescence; in the data active means inhibition above about 41%; inconclusive means no clear call, values can overlap the other calls;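 further: 0% = neutral control wells and 100% = reference inhibitor control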
COUP-TFII inh – blocks human COUP-TFII nuclear receptor; HEK293T NGFI-A luciferase reporter, luminescence; inhibition, % at 8.6 µM; 370,000 compounds, 0.7% hits; AID 686940;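 active means inhibition above a per-plate cutoff, mean inhibition of test wells between control levels plus 3 SD, cut at about 38% in these data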;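 further: cells cotransfected with COUP-TFII expression vector driving the NGFI-A reporter; 0% = median of COUP-TF2 test wells and 100% = reporter-only cells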
Target sequence (P24468 whole entry, looked up): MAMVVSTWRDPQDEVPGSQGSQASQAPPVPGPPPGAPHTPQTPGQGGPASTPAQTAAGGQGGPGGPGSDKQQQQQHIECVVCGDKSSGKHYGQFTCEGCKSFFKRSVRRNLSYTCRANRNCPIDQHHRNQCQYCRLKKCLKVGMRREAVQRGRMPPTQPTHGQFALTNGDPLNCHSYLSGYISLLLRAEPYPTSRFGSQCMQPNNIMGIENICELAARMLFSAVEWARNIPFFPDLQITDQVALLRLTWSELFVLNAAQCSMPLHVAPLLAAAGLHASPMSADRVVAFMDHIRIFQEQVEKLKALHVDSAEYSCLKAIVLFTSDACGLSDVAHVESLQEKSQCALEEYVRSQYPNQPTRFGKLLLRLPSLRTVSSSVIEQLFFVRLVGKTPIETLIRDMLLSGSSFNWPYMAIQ
SRC1 inh – inhibits human SRC1 coactivator | HEK293 GAL4-SRC1 luciferase reporter, luminescence | inhibition, % at 3.6 µM | 360,000 compounds, 0.12% hits | AID 588354;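 active means inhibition above the campaign mean plus 3 SD, with each screening campaign given its own cutoff, cut at about 60% in these data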;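 further: 0% = DMSO treated cells and 100% = gossypol at 36 µM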
TROY NFkB inh – TROY signaling inhibition; Q293 LMP1-TROYcd NF-kB luciferase reporter, 4 h; inhibition, % at 10 µM; 360,000 compounds, 0.98% hits;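 active means compounds whose plate-normalised and pattern-corrected inhibition of the luciferase reporter signal at the single screening dose is 50% or more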
LRH-1 inv ag – suppresses constitutive activity of human LRH-1; O00482; inhibition, % at 3.6 µM; 360,000 compounds, 0.13% hits; HEK293T StAR-luciferase reporter, LRH-1 transfected, 24 h; AID 602396;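 active means inhibition above the mean inhibition of all tested compounds plus 3 SD, cut at about 73% in these data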;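 further: 0% = DMSO wells and 100% = reporter-only cells lacking LRH-1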
Target sequence (O00482 whole entry, looked up): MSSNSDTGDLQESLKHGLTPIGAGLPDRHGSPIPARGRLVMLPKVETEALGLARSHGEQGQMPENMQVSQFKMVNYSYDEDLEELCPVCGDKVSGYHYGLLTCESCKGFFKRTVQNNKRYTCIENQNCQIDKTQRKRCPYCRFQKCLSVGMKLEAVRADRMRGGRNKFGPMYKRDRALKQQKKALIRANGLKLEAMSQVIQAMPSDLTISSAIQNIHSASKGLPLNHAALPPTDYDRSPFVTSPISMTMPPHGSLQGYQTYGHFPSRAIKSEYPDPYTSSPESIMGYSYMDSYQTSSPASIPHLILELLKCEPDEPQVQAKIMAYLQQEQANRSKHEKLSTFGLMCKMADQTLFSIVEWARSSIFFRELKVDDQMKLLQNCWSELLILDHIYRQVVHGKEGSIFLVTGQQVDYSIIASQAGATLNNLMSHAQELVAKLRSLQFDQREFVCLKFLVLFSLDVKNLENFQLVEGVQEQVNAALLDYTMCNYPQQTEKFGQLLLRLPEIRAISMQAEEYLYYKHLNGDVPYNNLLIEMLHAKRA
NOD2-RIPK2 inh – NOD2-RIPK2 protein interaction inhibition | CHO BLA complementation NOD2-RIPK2, CCF4 ratio | inhibition, % at 4.98 µM | 360,000 compounds, 0.38% hits | AID 624267; in the data active means inhibition above about 21%;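 further: 0% = vehicle only and 100% = reference blocker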
Active calls of the source: *. Some of the compounds tested; the hit share may differ from the screen's.

How did COc1ccc(CC(=O)Nc2ccc(-c3cn4ccccc4n3)cc2)cc1 do in these assays?
TLR9-MyD88 inh: -12; Vif inh: -12; SRC3 inh: -63; TRAIL sens C8: 23; SRC2 inh: -22; EBV LMP1 NFkB: 0; COUP-TFII inh: -17; SRC1 inh: -73; TROY NFkB inh: -30; LRH-1 inv ag: -79; NOD2-RIPK2 inh: 0

What do the screens show for `OC(Cn1cncn1)(c1ccccc1)c1ccccc1`?
TLR9-MyD88 inh: 1; SRC3 inh: 0; TRAIL sens C8: -9; SRC2 inh: -18; EBV LMP1 NFkB: 1; COUP-TFII inh: 1; SRC1 inh: -8; TROY NFkB inh: 20; LRH-1 inv ag: -11; NOD2-RIPK2 inh: -16

What do the screens show for `Cc1cccc(NC(=O)c2ccc(N(C)C3CCCCC3)c([N+](=O)[O-])c2)n1`?
TLR9-MyD88 inh: 1; Vif inh: -21; SRC3 inh: -51; TRAIL sens C8: 35; SRC2 inh: 11; EBV LMP1 NFkB: -45; COUP-TFII inh: 20; SRC1 inh: -38; TROY NFkB inh: 33; LRH-1 inv ag: -13; NOD2-RIPK2 inh: -16

Results for Cc1c(C(=O)N2CCOCC2)c(S(=O)(=O)Nc2ccc(C(C)C)cc2)c(C)n1C ?
TLR9-MyD88 inh: 5; Vif inh: 2; SRC3 inh: -3; TRAIL sens C8: -10; SRC2 inh: -39; EBV LMP1 NFkB: -9; COUP-TFII inh: 7; SRC1 inh: -7; TROY NFkB inh: -7; LRH-1 inv ag: 14; NOD2-RIPK2 inh: 0

Results for O=C(CSc1nnc2ccccn12)NCCc1ccc(Cl)cc1 ?
TLR9-MyD88 inh: 1; Vif inh: -18; SRC3 inh: 18; TRAIL sens C8: -10; SRC2 inh: -4; EBV LMP1 NFkB: -2; COUP-TFII inh: -1; SRC1 inh: 1; TROY NFkB inh: -9; LRH-1 inv ag: -2; NOD2-RIPK2 inh: 0

How did COc1ccc(-n2nnc3c(SCC(=O)N4CCCc5ccccc54)ncnc32)cc1 do in these assays?
TLR9-MyD88 inh: -5; Vif inh: -4; SRC3 inh: 27; TRAIL sens C8: -45; SRC2 inh: 2; EBV LMP1 NFkB: 22; COUP-TFII inh: 1; SRC1 inh: 16; TROY NFkB inh: 6; LRH-1 inv ag: -1; NOD2-RIPK2 inh: -10

What do the screens show for `CCOc1ccccc1-c1nc(CN(Cc2cnn(C)c2)C(C)C)c(C)o1`?
TLR9-MyD88 inh: 15; Vif inh: -2; SRC3 inh: 4; TRAIL sens C8: -7; SRC2 inh: 7; EBV LMP1 NFkB: -7; COUP-TFII inh: -3; SRC1 inh: -13; TROY NFkB inh: -4; LRH-1 inv ag: 9; NOD2-RIPK2 inh: -3

Results for CCOC(=O)C1CCN(C(=O)c2cccnc2)CC1 ?
TLR9-MyD88 inh: -1; Vif inh: 8; SRC3 inh: 8; TRAIL sens C8: -7; SRC2 inh: -12; EBV LMP1 NFkB: 2; COUP-TFII inh: -12; SRC1 inh: 1; TROY NFkB inh: 2; LRH-1 inv ag: 11; NOD2-RIPK2 inh: -5

What do the screens show for `CCCCC(C(=O)NC(=O)NCc1ccccc1)N1C(=O)c2ccccc2C1=O` (stereo not drawn)?
TLR9-MyD88 inh: 6; Vif inh: 16; SRC3 inh: 3; TRAIL sens C8: 2; SRC2 inh: -19; EBV LMP1 NFkB: -2; COUP-TFII inh: 14; SRC1 inh: 1; TROY NFkB inh: -4; LRH-1 inv ag: 0; NOD2-RIPK2 inh: 3

What do the screens show for `CCN(CC)C(=O)[C@H]1CC(CC(=O)NCC23CC4CC(CC(C4)C2)C3)C(=O)N2CCc3c([nH]c4ccccc34)[C@]12C` (stereo partly drawn)?
TLR9-MyD88 inh: 2; Vif inh: -5; SRC3 inh: -7; TRAIL sens C8: 17; SRC2 inh: -6; EBV LMP1 NFkB: 0; COUP-TFII inh: 17; SRC1 inh: 1; TROY NFkB inh: 24; LRH-1 inv ag: -16; NOD2-RIPK2 inh: -5

What do the screens show for `Cc1ccc([N+](=O)[O-])cc1N(CC(=O)NC1CCCC1)S(C)(=O)=O`?
TLR9-MyD88 inh: 0; Vif inh: 5; SRC3 inh: 15; TRAIL sens C8: -2; SRC2 inh: -11; EBV LMP1 NFkB: -2; COUP-TFII inh: -10; SRC1 inh: -1; TROY NFkB inh: -7; LRH-1 inv ag: -2; NOD2-RIPK2 inh: -1

How did O=C1COc2ccc(C(=O)c3ccccc3)cc2CN1 do in these assays?
TLR9-MyD88 inh: 1; Vif inh: 5; SRC3 inh: 11; TRAIL sens C8: 3; SRC2 inh: 7; EBV LMP1 NFkB: 3; COUP-TFII inh: -19; SRC1 inh: -19; TROY NFkB inh: 5; LRH-1 inv ag: 21; NOD2-RIPK2 inh: -3

Results for CCCCn1c(=O)cc(C)n(-c2ccccc2)c1=O ?
TLR9-MyD88 inh: 4; Vif inh: 1; SRC3 inh: 14; TRAIL sens C8: 3; SRC2 inh: -2; EBV LMP1 NFkB: -5; COUP-TFII inh: 17; SRC1 inh: -14; TROY NFkB inh: 7; LRH-1 inv ag: -12; NOD2-RIPK2 inh: 4

How did COc1ccc(S(=O)(=O)NCC(=O)N(Cc2ccco2)C(C(=O)NC(C)(C)C)C(C)C)cc1 (stereo not drawn) do in these assays?
TLR9-MyD88 inh: -16; Vif inh: 7; SRC3 inh: 7; TRAIL sens C8: 9; SRC2 inh: 10; EBV LMP1 NFkB: -12; COUP-TFII inh: -11; SRC1 inh: 17; TROY NFkB inh: -1; LRH-1 inv ag: 1; NOD2-RIPK2 inh: -1

How did COc1ccc(-n2c(O)c(/C=N/NS(=O)(=O)c3cc(C)ccc3C)c3ccccc3c2=O)cc1OC do in these assays?
TLR9-MyD88 inh: 17; Vif inh: 3; SRC3 inh: 17; TRAIL sens C8: -6; SRC2 inh: 1; EBV LMP1 NFkB: 2; COUP-TFII inh: 10; SRC1 inh: -3; TROY NFkB inh: 24; LRH-1 inv ag: 21; NOD2-RIPK2 inh: 5

What do the screens show for `CCCC(=O)Nc1ccccc1N1CCN(C(=O)C(C)C)CC1`?
TLR9-MyD88 inh: -14; Vif inh: -5; SRC3 inh: 3; TRAIL sens C8: -16; SRC2 inh: 8; EBV LMP1 NFkB: 5; COUP-TFII inh: -13; SRC1 inh: -1; TROY NFkB inh: 1; LRH-1 inv ag: 4; NOD2-RIPK2 inh: -9

What do the screens show for `Cc1ccc(Cl)cc1NC(=O)COc1ccccc1`?
TLR9-MyD88 inh: -1; Vif inh: 2; SRC3 inh: -24; TRAIL sens C8: 1; SRC2 inh: -27; EBV LMP1 NFkB: 5; COUP-TFII inh: 4; SRC1 inh: -5; TROY NFkB inh: -13; LRH-1 inv ag: 11; NOD2-RIPK2 inh: 0

How did Cc1ccc(NC(=O)N2CCC(c3nc4c(nnn4Cc4c(F)cccc4Cl)c(=O)[nH]3)CC2)cc1 do in these assays?
TLR9-MyD88 inh: -3; Vif inh: inconclusive; SRC3 inh: 17; TRAIL sens C8: -1; SRC2 inh: 5; EBV LMP1 NFkB: 2; COUP-TFII inh: 18; SRC1 inh: -10; TROY NFkB inh: -9; LRH-1 inv ag: 3; NOD2-RIPK2 inh: 4

How did N#Cc1ccccc1CSC1=NCCS1 do in these assays?
TLR9-MyD88 inh: -7; Vif inh: 2; SRC3 inh: -10; TRAIL sens C8: -4; SRC2 inh: 0; EBV LMP1 NFkB: -4; COUP-TFII inh: -17; SRC1 inh: 2; TROY NFkB inh: -9; LRH-1 inv ag: 8; NOD2-RIPK2 inh: 4

Results for CC(NC(=O)C1CCN(C(=O)Nc2ccccc2)CC1)c1ccccc1 (stereo not drawn) ?
TLR9-MyD88 inh: -7; Vif inh: -1; SRC3 inh: -22; TRAIL sens C8: -7; SRC2 inh: 7; EBV LMP1 NFkB: 6; COUP-TFII inh: 14; SRC1 inh: -3; TROY NFkB inh: -22; LRH-1 inv ag: -12; NOD2-RIPK2 inh: -5

How did Cc1ccc2ncnc(Oc3ncccc3NC(=O)C(C)(C)C)c2c1 do in these assays?
TLR9-MyD88 inh: -3; Vif inh: -1; SRC3 inh: 9; TRAIL sens C8: -2; SRC2 inh: -14; EBV LMP1 NFkB: -2; COUP-TFII inh: -11; SRC1 inh: -12; TROY NFkB inh: 13; LRH-1 inv ag: -14; NOD2-RIPK2 inh: -1

How did CNC[C@H]1Oc2ccc(NC(=O)Nc3ccccc3)cc2CC(=O)N([C@H](C)CO)C[C@H]1C do in these assays?
TLR9-MyD88 inh: -8; Vif inh: 7; SRC3 inh: -9; TRAIL sens C8: -3; SRC2 inh: -6; EBV LMP1 NFkB: -17; COUP-TFII inh: -8; SRC1 inh: -30; TROY NFkB inh: -7; LRH-1 inv ag: -2; NOD2-RIPK2 inh: 0

Results for CCN(CC)S(=O)(=O)c1ccc(N/N=C(\C)c2ccc3c(c2)OCO3)c([N+](=O)[O-])c1 ?
TLR9-MyD88 inh: -7; Vif inh: 22; SRC3 inh: 28; TRAIL sens C8: 21; SRC2 inh: 7; EBV LMP1 NFkB: -11; COUP-TFII inh: 0; SRC1 inh: -16; TROY NFkB inh: -2; LRH-1 inv ag: -30; NOD2-RIPK2 inh: 3

How did CC1CCCC(NC(=O)Cn2cc3c(n2)CCCCC3)C1C (stereo not drawn) do in these assays?
TLR9-MyD88 inh: -23; Vif inh: 0; SRC3 inh: 6; TRAIL sens C8: -5; SRC2 inh: -14; EBV LMP1 NFkB: -4; COUP-TFII inh: -19; SRC1 inh: 4; TROY NFkB inh: 5; LRH-1 inv ag: 0; NOD2-RIPK2 inh: -5

What do the screens show for `COc1ccc(NC(=O)c2cccc(NC(=O)c3ccco3)c2)c(OC)c1`?
TLR9-MyD88 inh: 8; Vif inh: -9; SRC3 inh: -11; TRAIL sens C8: -7; SRC2 inh: 1; EBV LMP1 NFkB: -2; COUP-TFII inh: 2; SRC1 inh: -12; TROY NFkB inh: 1; LRH-1 inv ag: -1; NOD2-RIPK2 inh: -5

Results for O=C(NC1CCCCC1)N(C1=NCCCCC1)c1ccc(Br)cc1 ?
TLR9-MyD88 inh: -4; Vif inh: 14; SRC3 inh: -13; TRAIL sens C8: 7; SRC2 inh: -50; EBV LMP1 NFkB: -7; COUP-TFII inh: 4; SRC1 inh: -47; TROY NFkB inh: -41; LRH-1 inv ag: -37; NOD2-RIPK2 inh: 2

What do the screens show for `CCCCn1c(SCC(=O)NC2CC2)nc2ccccc2c1=O`?
TLR9-MyD88 inh: -7; Vif inh: 0; SRC3 inh: 3; TRAIL sens C8: -5; SRC2 inh: 22; EBV LMP1 NFkB: -1; COUP-TFII inh: 1; SRC1 inh: -8; TROY NFkB inh: -16; LRH-1 inv ag: -13; NOD2-RIPK2 inh: -7

What do the screens show for `Cc1ccc(S(=O)(=O)n2cccc2C)cc1`?
Vif inh: 2; SRC3 inh: -4; TRAIL sens C8: -15; SRC2 inh: -3; COUP-TFII inh: -4; SRC1 inh: 12; TROY NFkB inh: 4; LRH-1 inv ag: 3; NOD2-RIPK2 inh: -4
